Cav3 T inh: inhibitors of human Cav3.2 T-type calcium channel; O95180; Cav3.2-expressing cells, Fluo-4 calcium fluorescence FDSS; stronger effect = lower value; B-score at 10 µM; 100,000 compounds, 4% hits;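 active = single-dose well whose peak fluorescence ratio is a statistical outlier from its plate by either plate-standardised score or position-corrected B-score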
Target sequence (O95180 whole entry, looked up): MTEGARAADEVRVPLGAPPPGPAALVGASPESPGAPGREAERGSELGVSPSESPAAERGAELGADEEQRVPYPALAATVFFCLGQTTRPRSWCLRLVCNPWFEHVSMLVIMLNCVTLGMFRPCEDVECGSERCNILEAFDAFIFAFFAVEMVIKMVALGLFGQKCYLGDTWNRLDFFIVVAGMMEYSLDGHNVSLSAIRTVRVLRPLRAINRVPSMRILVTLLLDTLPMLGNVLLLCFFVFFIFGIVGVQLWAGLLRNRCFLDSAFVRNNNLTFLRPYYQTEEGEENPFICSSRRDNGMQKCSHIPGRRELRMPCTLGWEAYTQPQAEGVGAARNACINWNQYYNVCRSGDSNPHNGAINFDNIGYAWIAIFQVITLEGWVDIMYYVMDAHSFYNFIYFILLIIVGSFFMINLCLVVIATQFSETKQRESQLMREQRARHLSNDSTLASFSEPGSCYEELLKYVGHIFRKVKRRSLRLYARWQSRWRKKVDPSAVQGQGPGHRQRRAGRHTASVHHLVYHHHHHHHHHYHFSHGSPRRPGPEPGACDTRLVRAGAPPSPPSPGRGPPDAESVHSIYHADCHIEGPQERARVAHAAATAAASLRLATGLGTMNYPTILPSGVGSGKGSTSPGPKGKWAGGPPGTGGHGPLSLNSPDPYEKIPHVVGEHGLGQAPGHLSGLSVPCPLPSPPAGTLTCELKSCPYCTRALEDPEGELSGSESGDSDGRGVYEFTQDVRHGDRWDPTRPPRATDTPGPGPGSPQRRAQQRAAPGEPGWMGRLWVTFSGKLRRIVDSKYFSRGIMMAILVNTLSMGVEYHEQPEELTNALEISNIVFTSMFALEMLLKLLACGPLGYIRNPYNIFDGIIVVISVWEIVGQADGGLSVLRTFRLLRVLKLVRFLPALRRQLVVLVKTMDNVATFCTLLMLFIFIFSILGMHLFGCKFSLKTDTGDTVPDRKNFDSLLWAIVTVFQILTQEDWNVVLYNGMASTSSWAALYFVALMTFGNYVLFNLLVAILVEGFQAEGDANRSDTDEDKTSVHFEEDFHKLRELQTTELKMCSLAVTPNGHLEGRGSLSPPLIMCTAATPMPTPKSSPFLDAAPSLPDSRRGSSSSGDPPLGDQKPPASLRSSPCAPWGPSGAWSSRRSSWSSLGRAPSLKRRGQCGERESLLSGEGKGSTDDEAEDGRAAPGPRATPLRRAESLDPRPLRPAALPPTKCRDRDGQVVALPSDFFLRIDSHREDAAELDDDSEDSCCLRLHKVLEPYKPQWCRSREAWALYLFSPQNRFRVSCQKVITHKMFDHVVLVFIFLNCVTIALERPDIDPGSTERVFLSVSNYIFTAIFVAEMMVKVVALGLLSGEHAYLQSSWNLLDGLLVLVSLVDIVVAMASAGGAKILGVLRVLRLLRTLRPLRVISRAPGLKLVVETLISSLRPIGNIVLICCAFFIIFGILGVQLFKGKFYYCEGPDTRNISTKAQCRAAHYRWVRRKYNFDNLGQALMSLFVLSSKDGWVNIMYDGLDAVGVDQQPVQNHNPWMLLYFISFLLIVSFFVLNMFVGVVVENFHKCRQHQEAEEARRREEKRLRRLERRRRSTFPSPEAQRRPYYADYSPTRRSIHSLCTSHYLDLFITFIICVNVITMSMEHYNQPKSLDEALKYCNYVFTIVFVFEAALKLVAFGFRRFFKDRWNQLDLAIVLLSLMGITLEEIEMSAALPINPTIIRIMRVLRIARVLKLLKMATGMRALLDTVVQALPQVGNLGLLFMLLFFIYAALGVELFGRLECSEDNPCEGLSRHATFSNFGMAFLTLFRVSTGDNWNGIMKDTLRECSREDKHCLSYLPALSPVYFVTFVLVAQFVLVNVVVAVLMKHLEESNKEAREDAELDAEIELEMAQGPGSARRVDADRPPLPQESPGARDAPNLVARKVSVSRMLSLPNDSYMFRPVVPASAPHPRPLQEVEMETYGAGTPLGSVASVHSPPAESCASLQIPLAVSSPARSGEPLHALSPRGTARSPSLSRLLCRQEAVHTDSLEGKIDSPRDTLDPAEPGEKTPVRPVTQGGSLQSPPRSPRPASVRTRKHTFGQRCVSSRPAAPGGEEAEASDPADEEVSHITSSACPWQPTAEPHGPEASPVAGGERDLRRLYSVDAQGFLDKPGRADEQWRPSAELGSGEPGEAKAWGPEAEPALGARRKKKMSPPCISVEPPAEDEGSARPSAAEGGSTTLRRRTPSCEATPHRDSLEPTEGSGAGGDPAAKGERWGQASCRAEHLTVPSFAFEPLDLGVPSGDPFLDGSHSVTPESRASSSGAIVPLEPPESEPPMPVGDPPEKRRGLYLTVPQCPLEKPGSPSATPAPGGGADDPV
* = called active by the depositor. Some of the compounds tested; the hit share may differ from the screen's.

SMILES | Cav3 T inh
CCC1CCCN1Cn1cnc2c([nH]c3ccc(OC)cc32)c1=O (configuration not stated) | 1.04
CCN(CC)C(=O)C(=O)c1cccn1-c1cccc(Cl)c1C#N | 0.481
Cn1c(-c2ccc(-c3ccccc3)cc2)c[nH]c1=S | 0.983
CCC(CC)COC(=O)C(C#N)c1nc2ccccc2nc1N1CCOCC1 (configuration not stated) | -1.17
Cc1c(NC(=O)c2cc(-c3ccco3)on2)c(=O)n(-c2ccccc2)n1C | 0.104
CC1CCc2nc(NC(=O)CN3CCOCC3)sc2C1 (configuration not stated) | -0.161
O=C(CN1C(=O)c2ccccc2C1=O)Nc1ccc2c(c1)OCO2 | 0.687
Cc1ccc(-c2[nH]nc(N)c2N=Nc2ccccc2C)cc1 | 0.883
O=C(Cn1ccc2ccccc2c1=O)NCCC(=O)NC1CCN(Cc2ccccc2)CC1 | -0.0545
CCOC(=O)Cn1nnnc1CN(Cc1ccc(OC)cc1)Cc1cc2cc(C)ccc2[nH]c1=O | -1.41
N=C1C(c2nc(-c3ccc(F)cc3)cs2)=C(O)CN1CCCN1CCOCC1 | 0.8
COc1cc(C(=O)Nc2cc(-c3ccccc3)[nH]n2)cc(OC)c1OC | -1.72
CC(C)(C)C(=O)NC(=S)Nc1cc(C(F)(F)F)ccc1N1CCOCC1 | -2
COc1ccnc(Oc2ccc(F)cc2)c1C(=O)N/C=N/OCc1ccc(Cl)cc1Cl | -2.61
CC(C)n1nc(Cc2cccc3ccccc23)c(C#N)c1N | -0.554
CCCOc1cccc(C(=O)Nc2cc(NC(=O)c3ccco3)ccc2OC)c1 | -6.4*
O=C(CCCCCCCC(=O)NCC1CCCO1)NCC1CCCO1 (configuration not stated) | -0.523
CCOc1cc(-c2nc(-c3cc(OC)c(OC)c(OC)c3)no2)cc(OCC)c1OCC | 0.282
Cc1ccccc1OCCCCc1c(C)n[nH]c1C | -4.37
CCN(C(=O)c1cc2cccc(OC)c2oc1=O)c1ccccc1 | 1.51
CCN(Cc1nc2ccccc2c(=O)[nH]1)Cc1nc2cc(OC)c(OC)cc2c(=O)[nH]1 | 0.506
Cc1nnc(NCc2n[nH]c(=O)c3ccccc23)c2ccccc12 | 0.842
CN1CCN(c2nc(-c3ccncc3)nc3ccccc23)CC1 | 1.16
CCCc1nnc(SCC(=O)N2CCCC2)n1CC1CCCO1 (configuration not stated) | 0.0996
O=C(CCC(=O)Nc1ccccc1)NNC(=O)c1cccs1 | 0.601
COc1cc2c(cc1OC)C(=O)N(C)CC2 | -3.03
CCCCN1C2CCCC1CC(NC(=O)C1CCCCC1)C2 (configuration not stated) | -0.0487
COc1ccc(CN(Cc2cc3cc(C)ccc3[nH]c2=O)C(=O)N(C)C)cc1 | -0.62
COc1ccc(C2C(C(=O)c3ccc(C)o3)=C(O)C(=O)N2c2cc(C)on2)cc1OC (configuration not stated) | 0.0936
O=C(CSc1nnc(Cc2cc(=O)[nH]c(=O)[nH]2)n1-c1ccc(Cl)cc1)NC1CCCC1 | 0.482
CCCCSc1nc(C)cc(NC(=S)Nc2ccc(OC)cc2)n1 | -0.0194
CC(=O)NCCn1c(SCc2ccc(C)cc2)nc2ccccc2c1=O | -0.253
CCCCNC(=O)Oc1cccc(N2CCCC2=O)c1 | 0.379
COc1ccc(-c2ccnc(-c3ccc(OCCCF)cc3)n2)cc1 | -0.201
C=CCN=C1SCC(=O)N1S(=O)(=O)c1ccc(C)cc1 | 0.913
C=CCOn1c(=O)c(-c2cccs2)[n+]([O-])c2ccccc21 | -2.66
O=C(Nc1ccccc1OC(F)F)c1ccccc1 | 0.594
COCCN(C(=O)CC(C)(C)C)c1nnc(-c2cccnc2)s1 | 0.411
O=C(O)CSCc1ccc(Cl)cc1 | -1.87
O=C(Nc1ccccn1)c1cc2ccccc2o1 | 0.184
COc1ccc(NC(=O)NCCN2CCN(c3cccc(Cl)c3)CC2)cc1 | -1.57
Cc1ccc(S(=O)(=O)N2CCN(C3CC(=O)N(CCc4ccccc4)C3=O)CC2)cc1C (configuration not stated) | -0.398
CCCc1nn(CCc2ccccn2)c(N)c1CC | 0.663
CN1C(=O)C2(C(C#N)=C(N)N(c3ccc(Cl)cc3)C3=C2C(=O)CC(C)(C)C3)c2ccccc21 (configuration not stated) | 0.324
CC(=O)c1cccc(NS(=O)(=O)c2c(C)n[nH]c2C)c1 | -0.246
CC1(C)CC(=O)C2=C(C1)N(c1ccccc1)C(N)=C(C#N)C2c1ccccc1 (configuration not stated) | 1.05
Cc1c(NC(=O)c2ccc(N3CCCC3)c([N+](=O)[O-])c2)cccc1-c1nc2ccccc2s1 | -4.61*
CCCCn1c(SCc2ccccn2)nc2c1c(=O)n(C)c(=O)n2C | 1.27
CCOc1ccccc1NC(=O)CSc1c(C)n[nH]c1C | -0.0324
COc1ccccc1NCCC(=O)OCC(=O)NCc1ccco1 | 0.103
CCc1ccc(NC(=O)Cc2cn(C)c3ccccc23)cc1 | -4.82*
Cc1cc2c(c(=O)n1CCN(C)C)C(c1ccc(Cl)cc1)C(C#N)=C(N)O2 (configuration not stated) | -0.0352
CCOC(=O)NCc1ccc2c(c1)OCO2 | 0.223
Cn1c(=O)c2c(n(Cc3ccccc3)c1=O)NC(=O)C2CC(=O)N1CCc2ccccc2C1 (configuration not stated) | -0.0968
COc1ccc(-c2[nH]nc3oc(=O)cc(C)c23)cc1 | 0.324
FC(F)(F)c1nnc(-c2ccccc2)nc1Oc1ccccc1 | 0.147
O=C(NNS(=O)(=O)c1ccc(Cl)cc1)C1CCN(Cc2ccccc2)CC1 | 0.455
O=C(Oc1cccc(NC(=O)c2ccco2)c1)c1cccc(S(=O)(=O)N2CCCC2)c1 | -3.42
Cc1ccc(C(=O)N(c2c(C)n(C)n(-c3ccccc3)c2=O)C(C)C)cc1 | -0.251
CCCCn1c(-c2nonc2N)nc2ccccc21 | -3.49

Structural class: the entries above with a Cl atom.
SMILES | Cav3 T inh
CCN(CC)C(=O)C(=O)c1cccn1-c1cccc(Cl)c1C#N | 0.481
COc1ccnc(Oc2ccc(F)cc2)c1C(=O)N/C=N/OCc1ccc(Cl)cc1Cl | -2.61
O=C(CSc1nnc(Cc2cc(=O)[nH]c(=O)[nH]2)n1-c1ccc(Cl)cc1)NC1CCCC1 | 0.482
O=C(O)CSCc1ccc(Cl)cc1 | -1.87
COc1ccc(NC(=O)NCCN2CCN(c3cccc(Cl)c3)CC2)cc1 | -1.57
CN1C(=O)C2(C(C#N)=C(N)N(c3ccc(Cl)cc3)C3=C2C(=O)CC(C)(C)C3)c2ccccc21 (configuration not stated) | 0.324
Cc1cc2c(c(=O)n1CCN(C)C)C(c1ccc(Cl)cc1)C(C#N)=C(N)O2 (configuration not stated) | -0.0352
O=C(NNS(=O)(=O)c1ccc(Cl)cc1)C1CCN(Cc2ccccc2)CC1 | 0.455

(next part)
SMILES | Cav3 T inh
Cc1ccc(/C=C/S(=O)(=O)N2CCC(C(=O)O)CC2)cc1 | 0.651
O=C(c1noc2c1CCCC2)N1CCN(Cc2ccccc2)CC1 | 1.38
Cc1ccc(NCCc2ccc(C)nc2)cc1 | 0.319
CCN(CC)C(=O)c1[nH]cnc1C(=O)N[C@@H](C)C(=O)OC(C)(C)C | 0.687
O=C(CSc1nnnn1C1CCCCC1)N1c2ccccc2Sc2ccccc21 | -6.04*
O=C(O)C1=C[C@H](c2ccc3c(c2)OCO3)C[C@H](OCCCCO)O1 | 1.89
Nc1nnc(SCC(=O)N2CCc3ccccc32)n1-c1ccccc1 | 0.72
Cc1ccc(C2CC(=O)c3cnc(N4CCN(c5ccccc5)CC4)nc3C2)cc1 (configuration not stated) | 0.125
C=C1CCN(C(CC(C)C)C(=O)OC)S(=O)(=O)c2ccccc21 (configuration not stated) | -0.657
O=C(Cc1ccccc1)N/N=C\c1ccc(Br)o1 | 0.0584
CCOC(=O)c1cc(C(=O)OCC)cc(-n2c(C)cc(C(=O)CN3CCOCC3)c2C)c1 | -3.38
Cc1ccc(NC(=O)/C(=C\c2ccccc2)NC(=O)/C=C/c2ccccc2)cc1 | -4.91*
COc1ccc(S(=O)(=O)Nc2cc(C(=O)NC(C)C)ccc2N2CCOCC2)cc1 | 0.00216
O=C(N/N=C\C=C\c1ccc2c(c1)OCO2)C1COc2cc3ccccc3cc2O1 (configuration not stated) | -0.107
COc1ccc(-c2nnc(N(C)C(=O)c3ccno3)s2)cc1 | 1.36
CCOC(=O)N1CCN(c2c(NCC3CCCO3)c(=O)c2=O)CC1 (configuration not stated) | 0.0208
Cc1ccc(-c2noc(-c3cc4ccccc4oc3=O)n2)cc1 | -0.438
COc1ccc(C(=O)N/N=C(\C)Cn2nc([N+](=O)[O-])cc2C)cc1 | 0.615
C=CCOC(=O)c1[nH]c2c(c1C)C(=O)CC(c1cc(OC)c(OC)c(OC)c1)C2 (configuration not stated) | 0.014
Cc1ccc(NC(=O)CN2C(=O)C3CCCCN3C(=O)c3ccccc32)cc1 (configuration not stated) | 0.146
COC(=O)c1cccc(COC(=O)c2ccc(N(C)C)cc2)c1 | -0.21
CCSc1nc(=S)n(-c2ccccc2)c(C)c1C(C)=O | 0.4
C=CCONC(=O)c1cc(OCC(F)(F)F)ccc1OCC(F)(F)F | -0.0503
COc1ccccc1-c1nnc2n1N=C(c1ccc(O)c(O)c1)CS2 | -0.557
Cc1ccc(C2CC(C(F)(F)F)n3ncc(C(N)=O)c3N2)cc1 (configuration not stated) | -0.0441
Cc1ccn2cc(C(=O)Nc3nnc(C)s3)nc2c1 | -0.439
O=c1c2ccccc2ncn1-c1cccc(Cl)c1 | -0.361
Cc1cccc(C)c1-n1c(C)cc(/C=N/NC(N)=S)c1C | -5.91*
Cc1nc(CNS(=O)(=O)c2cc(C)c(C)cc2C)cs1 | -0.758
COc1ccc(C(=O)Nc2ccc(S(=O)(=O)Nc3nccnc3OC)cc2)cc1 | 1.06
COc1ccc2[nH]c(=O)c(CN(C(=O)c3cccnc3)c3ccccc3)cc2c1 | 0.534
O=C(CSc1nnc2n(C3CCCCC3)c(=O)c3ccccc3n12)OC1CCCCC1 | 1.09
Cc1cc(C(F)F)n2nc(C(=O)Nc3c(F)cc(F)cc3Br)nc2n1 | 0.0336
CC1CCN(C(=O)CNS(=O)(=O)c2ccc(Br)s2)CC1 | -3.52
CCc1nc(NC2CCCCC2)c(C#N)c2c1COC(C)(C)C2 | -0.63
COC(=O)[C@H](CCSC)NC(=O)Nc1ccc(C(C)=O)cc1 | 1
Cc1cccc(-n2ncc(C#N)c2-n2cccc2)c1 | -1.38
CCc1cc2c3c(c1)/C(=C1/SC(N)=NC1=O)C(=O)N3C(C)(C)C=C2C | 0.245
Oc1ccc2cccnc2c1 | -1.1
Cc1cccc(N2CCN(C(=O)c3ccc(N4CCCC4=O)cc3)CC2)c1C | -0.306
O=C(CN1C(=O)CCS(=O)(=O)c2ccccc21)NCc1ccc2c(c1)OCO2 | 0.331
CCOC(=O)Cn1c(N2CCCCCC2)nc2c1c(=O)[nH]c(=O)n2C | 1.18
CCCN1Cc2cccc(C(=O)NC3CCCC3)c2C1=O | 0.918
CC1=NN(c2cccc(C(=O)O)c2)C(=O)/C1=C\C=C\c1ccco1 | 1.82
COc1ccc(C2C3=C(CC(C)(C)CC3=O)Nc3n[nH]c(C)c32)cc1 (configuration not stated) | -2.58
O=C1CN(C(=O)c2ccco2)C(c2ccc(F)cc2)c2cc(Cl)ccc2N1 (configuration not stated) | -0.479
OC(CNCCCN1CCCCC1)COc1ccccc1 (configuration not stated) | -0.516
CCCS(=O)(=O)N1CCCC(C(=O)NC2CCCCC2)C1 (configuration not stated) | -0.0414
Cc1ccc(CONC(=O)/N=C/N(C)C)cc1 | 0.681
CCOC(=O)c1[nH]c2ccccc2c1NC(=O)CN(C)C | 0.0347
CC(=O)Nc1ccc(OCC(O)Cn2nc(C)c(C(C)=O)c2C)cc1 (configuration not stated) | 0.262
Cc1ccc(CN(C(=O)Cn2nnc3ccccc32)C(C(=O)NCc2ccco2)c2ccc(C)o2)cc1 (configuration not stated) | -0.709
C/C(=N\O)C(=O)NCC1CCNCC1 | -0.392
Cc1cc(C)n(C(=O)CCC(=O)NCc2ccccc2)n1 | -1.29
Nn1c(SCc2csc(-c3ccccc3)n2)nnc1-c1cccs1 | 0.0111
CN=C1SC(CC(=O)Nc2ccc(C(C)=O)cc2)C(=O)N1C (configuration not stated) | 0.835
C=CCNc1oc(-c2cccc3ccccc23)nc1C#N | 0.0663
CCc1nc(C)cn1S(=O)(=O)c1cc(OC)c(C)cc1C | -3.11
CCCNC(=O)NC(=O)COC(=O)c1ccc(OC)c(S(=O)(=O)N2CCCc3ccccc32)c1 | -7.54*
CCCc1cc(C(=O)Nc2cccnc2Cl)no1 | -0.289

The list goes on (3 carried over from the part before).
SMILES | Cav3 T inh
CCc1nc(C)cn1S(=O)(=O)c1cc(OC)c(C)cc1C | -3.11
CCCNC(=O)NC(=O)COC(=O)c1ccc(OC)c(S(=O)(=O)N2CCCc3ccccc32)c1 | -7.54*
CCCc1cc(C(=O)Nc2cccnc2Cl)no1 | -0.289
COc1ccccc1CNS(=O)(=O)c1ccc2c(c1)oc(=O)n2C | -1.27
Oc1ccc(Br)cc1-c1cc(-c2ccccc2F)[nH]n1 | -0.739
COc1cccc(NC(=O)CN2CCN(S(=O)(=O)c3ccc(F)cc3)CC2)c1 | 0.0261
S=C(NCc1cccnc1)Nc1ccc(Cl)c(Cl)c1 | -0.404
CCOC(=O)c1ccc(NC(=O)C2CCCN(S(=O)(=O)c3ccc(F)cc3)C2)cc1 (configuration not stated) | -3.15
CCC(C)(C)NC(=O)C(c1ccc(C)o1)N(Cc1cccs1)C(=O)Cn1nnc2ccccc21 (configuration not stated) | -1.82
O=C(NC1CC1)C1=C[C@H](C2CCCCC2)C[C@H](OCCCCO)O1 | 0.414
CCOc1c2ccc(C(=O)NCc3cc(C(F)(F)F)cc(C(F)(F)F)c3)cc2nn1CCOC | 0.451
O=C(CCc1nc2ccccc2[nH]c1=O)OCc1ccc(S(=O)(=O)N2CCOCC2)cc1 | 0.316
CC1CN(C(=O)Nc2ccc3snnc3c2)c2ccccc21 (configuration not stated) | -1.89
O=c1[nH]c2ccccc2cc1-c1nnn(-c2ccc(Cl)c(Cl)c2)n1 | -1.67

Compound activity (PubChem BioAssay)
